# Screens (PubChem)
# PKA-R1A act = activators of PKA-R1A complex; activation, % at 11.4 µM; actives 0.083% (n = 340,000); PKA-R1A dissociation, Cy5-IP20 fluorescence polarization; scaled: DMSO 0%, 113 µM cGMP 100%; P00514+P68181;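 active = percent activation above the mean of all tested compounds plus 3 SD, cut at about 19% in these data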;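 also: higher means more PKAc released from R1A so a rise in polarization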
# PKA-R2B activ = activators of human PKA-R2B complex; P22694+P31323; PKA-R2B holoenzyme dissociation, Cy5-IP20 fluorescence polarization; R2B truncated from residue 108, S112A mutant; 0% DMSO only, 100% 113 µM cGMP; activation, % at 11.4 µM; actives 0.079% (n = 340,000); AID 504700;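 active = activation above a cutoff set at the mean over all compounds plus 3 SD, cut at about 18% in these data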;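 also: higher means more holoenzyme dissociation and a rise in polarization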
# Target sequence (P31323 whole entry, looked up, other chains not shown, the tested form may be a part): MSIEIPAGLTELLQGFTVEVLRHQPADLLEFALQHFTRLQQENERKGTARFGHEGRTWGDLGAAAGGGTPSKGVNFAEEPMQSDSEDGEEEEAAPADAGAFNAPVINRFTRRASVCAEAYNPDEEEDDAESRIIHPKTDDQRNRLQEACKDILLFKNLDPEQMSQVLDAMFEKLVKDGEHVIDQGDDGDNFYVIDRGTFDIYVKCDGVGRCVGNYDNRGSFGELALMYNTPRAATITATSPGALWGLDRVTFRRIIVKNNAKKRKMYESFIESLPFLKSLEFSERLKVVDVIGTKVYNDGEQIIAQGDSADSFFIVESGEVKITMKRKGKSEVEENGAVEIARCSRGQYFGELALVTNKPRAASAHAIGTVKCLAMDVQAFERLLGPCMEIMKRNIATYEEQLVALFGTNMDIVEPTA
# Tat transport = blocks Tat-dependent protein export in E. coli | E. coli MC4100 TorA-mCherry Tat export, fluorescence | inhibition, % at 10 µM | actives 0.036% (n = 340,000);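 active = mean replicate inhibition at least 50% and at least half of replicates individually reaching 50%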;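 also: exported cargo escapes ClpAP degradation while cytoplasmic cargo is degraded and loses fluorescence; 0% = median of neutral control wells and 100% = median of NaSCN control wells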
# SUMO Mot1 rescue = blocks SUMOylation pathway, rescuing yeast Mot1-301 growth; S. cerevisiae Mot1-301 growth rescue, ATP luminescence, 38.5C; percent above DMSO median, 100 means doubled; AID 2716; actives 1% (n = 320,000); growth rescue, % at 18.8 µM;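 active = every valid replicate shows activation above 250% relative to neutral control wells; inactive = the rest, any valid replicate at or below 250%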;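 also: OY570 slx delta 5 strain wells were the positive control but not used for scaling; some compounds called inactive have numbers as strong as hits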
# CDK5 inh = inhibitors of human CDK5/p35 kinase; Q00535+Q15078; Recombinant CDK5/p35, ADP-Glo luminescence, 60 min; inhibition, % at 10 µM; actives 0.01% (n = 330,000); AID 488839;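 active = highest replicate inhibition of at least 50% and at least 75% of replicates reaching 50%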;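 also: plate controls were DMSO neutral control for no effect and GW8510 at 10 µM for full effect; many of its hits are not listed in these tables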
# DAGLB inh = blocks human DAGLB lipase activity; Q8NCG7; HEK293T DAGLB membrane lysate, EnzChek fluorogenic substrate; inhibition, % at 5.17 µM; actives 0.059% (n = 340,000); in the data active = inhibition above about 34%;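 also: 0% = enzyme with vehicle and 100% = wells lacking enzyme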
# E coli growth = counter-screen for AddAB inhibitors: E. coli growth inhibition. inhibition, % at 11.9 µM. E. coli V3065 growth, OD600 absorbance, 18 h. actives 0.27% (n = 330,000);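 active = inhibition above the campaign's mean inhibition across all tested compounds plus 3 SD, cut at about 9.9% in these data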;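 also: uninfected addAB+ strain grown without phage in ampicillin broth; 0% = DMSO wells and 100% = ciprofloxacin 0.95 µg/ml wells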
# HTR5A ag = counter-screen for OPRM1-OPRD1 agonists: human HTR5A agonism; P47898; actives 0.61% (n = 340,000); HTR5A agonist assay, luminescence, cell-based; activation, % at 9.3 µM; AID 504692; in the data active = activation mostly above about 9.5%, no sharp cut-off; inactive = mostly below about 7.6%;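 also: 0% = cells with vehicle only and 100% = reference agonist; strong numbers were not always called active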
# Target sequence (P47898 whole entry, looked up): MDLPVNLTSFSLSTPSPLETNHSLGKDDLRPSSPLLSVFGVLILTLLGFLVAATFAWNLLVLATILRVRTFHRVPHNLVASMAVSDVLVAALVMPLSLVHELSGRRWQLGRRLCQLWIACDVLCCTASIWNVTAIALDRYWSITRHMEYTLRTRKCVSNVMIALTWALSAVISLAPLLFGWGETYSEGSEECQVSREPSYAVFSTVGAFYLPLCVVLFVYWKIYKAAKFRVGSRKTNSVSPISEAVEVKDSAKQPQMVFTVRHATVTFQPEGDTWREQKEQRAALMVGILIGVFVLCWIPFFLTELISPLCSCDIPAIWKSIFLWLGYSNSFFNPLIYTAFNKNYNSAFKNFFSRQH
# AddAB inh = less growth of phage-infected E. coli with AddAB; E. coli expressing H. pylori AddAB, absorbance growth; inhibition, % at 11.9 µM; actives 0.29% (n = 330,000); AID 435030; in the data active = inhibition above about 12%;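 also: 0% = vehicle wells of infected cells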
# phage Ecoli inh = E. coli growth loss with phage present; actives 0.26% (n = 360,000); inhibition, % at 11.9 µM; AID 651602; growth absorbance; in the data active = inhibition above about 11%
# HTR5A inv ctr = inverse agonist of human HTR5A in OPRM1-OPRD1 counter-screen | inhibition, % at 9.3 µM | P47898 | AID 504634 | actives 0.083% (n = 340,000) | HTR5A cell line, luminescence, inverse agonism; in the data active = inhibition mostly above about 23%, no sharp cut-off; inactive = mostly below about 18%;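 also: 0% = cells with DMSO and 100% = no-cell wells with DMSO; some compounds called inactive have numbers as strong as hits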
# * marks the source's active call; other numbers are inactive results; . = no result given.
SMILES,PKA-R1A act,PKA-R2B activ,Tat transport,SUMO Mot1 rescue,CDK5 inh,DAGLB inh,E coli growth,HTR5A ag,AddAB inh,phage Ecoli inh,HTR5A inv ctr
CCOC(=O)N1CCN(C(=O)CSCc2ccc(C)cc2)CC1,-1,-6,-2,-5,0.4,-1,-0.2,5,1.9,3.6,-18
CN(C)/C=C/C(=O)c1ccc(-n2cccc2)cc1,3,0,-2,-2,-1.9,8,0.7,3,3.1,3.9,-10
CCCN(CC1CCCO1)C(=O)c1cc(COc2cccc(OC)c2)on1 (stereo unspecified),-4,5,1,38,0.5,-4,0.9,10,5.0,2.9,-24
CC1(C)C(=O)NCCN1C(=O)CC1C(=O)NCCN1CC(c1ccccc1)c1ccccc1 (stereo unspecified),-10,-9,3,.,-2.0,2,1.8,2,1.4,4.6,33
N#CC1=C(N)OC2=C(C(=O)CCC2)[C@]12C(=O)N(CC(N)=O)c1ccccc12,-10,-9,-1,-14,-0.8,-1,-1.7,-2,2.4,-0.9,6
O=C(NCC1CCCO1)c1ccc2[nH]c3c(c2c1)CCCC3 (stereo unspecified),7,-5,-4,.,0.8,-5,.,1,.,-0.1,-2
C=C1CCC(C)C(C)(CCC2=CCOC2=O)C/C=C\C=C/1C(=O)O (stereo unspecified),-7,-11,7,4,-0.6,-1,1.5,7,3.2,0.7,0
Cc1ccc2c(c1)C(=NC1CCCCC1)c1cc3ccccc3nc1-2,-12,-3,-10,-15,-0.5,-2,0.7,2,-1.0,0.7,28
O=C(CCSc1nc2cc(Cl)ccc2o1)N1CCOCC1,6,-8,6,8,1.6,-2,-1.6,4,2.2,3.8,-15
CSc1nc(-c2ccccc2)nn1S(=O)(=O)c1ccccc1,-9,4,0,-5,0.9,0,-1.1,-5,3.6,3.6,12
CCOC(=O)c1sc2nccc(N(C)C)c2c1N=CNOC,12,10,1,58,0.1,0,-0.3,-1,2.9,2.3,3
COc1ccccc1C(=O)N/N=C(\C)CC(=O)Nc1ccc2c(c1)OCCO2,-7,3,0,-3,0.2,-2,-1.4,3,1.9,1.5,0
CC(C)N(CCNC(=O)COc1ccc2oc3c(c2c1)CCCC3)C(C)C,10,-7,1,-8,-1.3,-2,-2.3,2,0.9,2.0,-2
Cc1nc2nc(-c3ccccc3)cn2nc1C,-7,5,-9,10,7.4,-4,-3.8,1,0.6,0.7,23
CCC(C)Nc1nc(-c2ccccn2)nc2ccccc12 (stereo unspecified),-5,-14,-8,-2,4.9,-2,3.6,-2,-2.5,-1.2,6
O=C(CSc1ncn(-c2ccccc2)n1)Nc1ccc2c(c1)OCO2,11,6,-4,-14,-1.5,1,1.0,0,2.5,0.6,-2
C=CCn1c(=O)[nH]c(=O)c2c(N)c(C(=O)c3ccc(OC)cc3)sc21,-13,-15,-6,.,1.6,1,.,-2,.,-0.3,5
Cc1c(Cl)c(-c2n[nH]c(=S)n2Cc2ccco2)nn1C,-2,6,-9,-5,0.3,5,-0.1,-2,2.4,-0.3,5
CSc1scc2c1-c1nc(SCC(=O)C(C)(C)C)ncc1CC2,0,1,7,1,0.7,-5,2.4,10,3.0,2.3,9
O=C(Cc1cccc2ccccc12)NCCc1ccccc1,-1,4,0,-3,-0.9,-5,-1.4,2,2.2,4.0,-8
O=C(NCC(=O)N1CCN(C(=O)c2ccccc2)CC1)c1ccc(Cl)cc1Cl,7,2,-4,34,0.5,-3,0.7,4,2.2,0.9,-21
O=c1cc(/C=C/c2ccccc2)oc2c1ccc1ccccc12,-6,1,-5,-6,.,-8,-2.0,7,2.9,-0.2,-5
C/C(=N\NC(=O)c1ccoc1C)c1cccc2ccccc12,8,-5,2,-3,1.2,-4,-0.8,3,0.6,2.4,9
COC(=O)[C@H](CCSC)NC(=O)Nc1cccc(Br)c1,0,-5,5,-7,-0.4,0,-0.9,-1,-0.3,1.8,-14
CCNc1nc(NCC)n2c(SCC(=O)Nc3cccc(F)c3)nnc2n1,-3,-6,1,0,-0.3,5,1.6,-3,-1.0,0.8,8
CN1C(=O)/C(=C/c2cc(N=Nc3ccccc3)ccc2O)SC1=S,-2,0,-1,-22,11,3,-1.6,-1,-2.5,0.8,3
Cc1ccc(NC(=O)CCCc2ccccc2)nc1,3,0,1,24,1.7,-5,0.2,-4,1.5,2.4,5
Clc1c(-c2ccccc2)nc2ccccn12,3,-13,-13,-6,1.9,-1,-0.1,0,2.9,0.6,-18
CCN(CC(=O)NCc1ccc(F)cc1)C(=O)c1ccc(C)o1,12,-2,2,-6,1.7,-2,-0.8,-5,4.7,3.7,-1
COCCCN1C(=O)c2ccc(C(=O)Nc3ccccc3OC)cc2C1=O,-12,-5,-8,1,-0.7,3,0.8,1,0.3,1.2,25
COCCNC(=O)CCc1nc2cccnc2n1Cc1ccc(OC)cc1,-12,4,15,5,0.5,3,.,5,.,2.5,-21
COc1cccc(OCc2cc(C(=O)N(C)CCC3CCCCO3)no2)c1 (stereo unspecified),-7,-5,8,1,2.5,0,0.6,2,0.7,0.3,-7
Cc1cccc(OCCCn2c(CCNC(=O)C(C)C)nc3ccccc32)c1,14,5,-2,7,-1.3,-2,-2.4,0,-1.4,3.1,-1
O=Cc1ccc([B-](F)(F)F)s1,-2,4,0,.,1.2,0,.,2,.,1.3,-8
O=C(CCN1C(=O)c2cccc3cccc(c23)C1=O)NCc1ccco1,5,4,-1,0,0.8,-1,0.4,-1,0.7,4.9,1
CC1CCN(C(=O)c2cc3ccccc3o2)CC1,-6,1,7,-22,-0.2,-7,-0.7,-1,1.4,1.1,2
Cc1[nH]c2ccccc2c1/C=N/NC(=O)c1cc(-c2ccncc2)nc2ccccc12,1,-4,-1,8,-1.5,3,-2.5,5,0.3,1.7,21
Cn1c(=O)[nH]c(=O)c2c1nc(N1CCOCC1)n2CC(O)COc1ccccc1 (stereo unspecified),-7,3,-7,7,-0.7,0,0.8,-4,1.8,0.1,20
Cn1c(N/N=C/c2c[nH]c3ccccc23)nc2ccccc21,11,0,-5,2,-2.9,1,-3.1,2,-2.0,1.5,-32
Cc1ccc(C(=O)OCC(=O)Nc2cc(C(C)(C)C)no2)c(C)c1,-9,-14,4,12,-1.9,-5,1.6,4,2.8,-0.8,-13
O=C(CC(c1ccccc1)c1cc(Cl)ccc1O)NCCN1CCOCC1 (stereo unspecified),-10,-10,-4,23,-1.0,-2,-1.5,0,-2.3,-0.7,6
COc1cccc(CN2CCNC(=O)C2CC(=O)N2CCOc3ccccc3C2)c1OC (stereo unspecified),.,.,-13,7,0.3,.,-0.1,.,1.0,2.2,.
NC(=S)N/N=C/c1coc2cc(Br)ccc2c1=O,-7,4,-8,11,1.7,3,1.7,1,1.1,2.1,-20
COc1ccc(/C=N/NC(=O)c2[nH]c3ccc(Br)cc3c2-c2ccccc2)cc1,-5,-10,-2,1,-7.1,-10,-3.6,3,3.2,5.4,15
Cc1nnc(SCC(=O)NC(=O)Nc2ccc3c(c2)OCCO3)n1N,0,-1,-7,245,0.4,-1,0.7,7,0.6,0.3,-23
CCOc1ccc(NC(=O)c2ccc(CSc3nnnn3C)cc2)cc1,-2,-2,2,-17,-2.0,-1,0.2,4,1.7,2.6,0
COc1c2c(cc3oc(C)cc(=O)c13)OC(C(C)(C)OC1OC(CO)C(O)C(O)C1O)C2 (stereo unspecified),-4,-4,-4,-3,-0.6,-2,-1.0,-1,1.6,2.6,-9
CCn1c(C)nc2cc(S(=O)(=O)C(F)(F)C(F)C(F)(F)F)ccc21 (stereo unspecified),-11,0,-1,3,-2.0,0,-1.1,-4,1.1,.,-6
COC(=O)c1c(C)[nH]c(C(=O)C(C)OC(=O)c2cc(C)oc2C)c1C (stereo unspecified),-12,-9,-1,-9,0.1,-4,0.5,5,-2.9,3.6,-13
O=C(COC(=O)/C=C/c1ccco1)NCc1ccco1,-7,4,-12,13,-4.3,2,-2.2,0,4.1,4.9,4
COc1ccc(/C=N/NC(=O)CCN2CCCCC2c2cccnc2)cc1Cn1cc([N+](=O)[O-])cn1 (stereo unspecified),3,-6,12,11,-0.5,1,-0.2,-4,2.3,0.9,16
Cc1ccsc1/C=N/NC(=O)c1sccc1C,-1,0,-14,1,0.8,1,-2.6,1,0.2,1.8,-3
CCn1c(O)c(C#N)c(C)cc1=O,-1,-14,2,250,0.8,4,-0.6,-1,0.9,2.5,-16
COc1ccc(-c2cc3nc[nH]c(=O)c3s2)cc1,4,-4,-3,-17,0.7,0,0.1,-1,2.7,1.4,-22
CCC(=O)Nc1ccc(NC(=S)Nc2ccccc2)cc1,8,-11,-2,5,-1.1,-1,1.6,7,1.6,3.2,2
O=C(/C=C/c1ccc(Cl)cc1)NCCCN1CCOCC1,7,13,-9,9,1.4,0,0.0,2,-1.6,1.5,-15
CCn1c(SCC(=O)Nc2ccc3[nH]c(=O)[nH]c3c2)nc2ccccc21,-13,-8,-1,-9,1.5,0,-2.5,-2,-1.0,1.6,7
Cc1ccc(/C=N/N(C)C2=NS(=O)(=O)c3ccccc32)cc1,-5,1,0,5,-1.0,-4,-1.6,-2,-1.8,0.8,6
COc1cc2c(cc1OC)C(C(C)C)=NC(C)(C)C2,-1,-6,3,-5,1.0,2,-0.7,8,3.4,-0.3,-20
Cc1nc(/N=C(\N)NC(=O)NC2CCCCC2)nc2ccccc12,7,-3,-6,-39,-5.4,3,-1.9,7,-0.2,1.9,-7

# Molecules from the list above that contain bromine:
SMILES,PKA-R1A act,PKA-R2B activ,Tat transport,SUMO Mot1 rescue,CDK5 inh,DAGLB inh,E coli growth,HTR5A ag,AddAB inh,phage Ecoli inh,HTR5A inv ctr
COC(=O)[C@H](CCSC)NC(=O)Nc1cccc(Br)c1,0,-5,5,-7,-0.4,0,-0.9,-1,-0.3,1.8,-14
NC(=S)N/N=C/c1coc2cc(Br)ccc2c1=O,-7,4,-8,11,1.7,3,1.7,1,1.1,2.1,-20
COc1ccc(/C=N/NC(=O)c2[nH]c3ccc(Br)cc3c2-c2ccccc2)cc1,-5,-10,-2,1,-7.1,-10,-3.6,3,3.2,5.4,15

# The listing continues:
SMILES,PKA-R1A act,PKA-R2B activ,Tat transport,SUMO Mot1 rescue,CDK5 inh,DAGLB inh,E coli growth,HTR5A ag,AddAB inh,phage Ecoli inh,HTR5A inv ctr
CSc1ncccc1C(=O)NCCc1ccc(S(N)(=O)=O)cc1,0,-4,1,256,-0.3,1,-2.1,1,3.4,0.2,2
Cc1nn(-c2ccccc2)c(C)c1/C=N/NC(=O)c1cc(O)cc(O)c1,-2,4,-4,-12,-2.1,-1,0.1,-3,0.4,1.4,7
CCN(CC)S(=O)(=O)c1cccc(C(=O)NC(C(=O)Nc2nnc(C)s2)C(C)C)c1 (stereo unspecified),-5,1,1,1,-1.0,1,-1.1,1,2.7,2.3,9
Cc1cc(N2CCOCC2)nc(SCc2ccc(Cl)cc2Cl)n1,3,-7,14,193,0.0,-3,0.9,-2,2.0,3.8,5
Cc1ccc(S(=O)(=O)N2CCC(C(=O)N/N=C/c3ccccc3[N+](=O)[O-])CC2)cc1,-3,3,3,-13,-3.2,1,-0.4,1,1.5,2.6,-7
COC(=O)c1sccc1N(C)S(C)(=O)=O,-10,-8,23,6,-0.7,0,-1.6,-2,2.2,3.2,5
